# Bioassay records deposited in PubChem BioAssay by several laboratories.
# PMI inhibitors – inhibitors of human PMI, primary screen, biochemical, fluorescence intensity, coupled assay (AID 1209) | purified PMI enzyme, coupled fluorescence intensity; higher % means a stronger effect | inhibition, % at 20 µM; hits with a dose series show IC50 in µM | 190,000 compounds, 0.42% hits;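 note: plate controls were DMSO vehicle for no effect and wells lacking substrate for full effect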
# Large T inhibition – TAg ATPase/helicase activity blockers – biochemical (AID 1903) | inhibition, % at 20 µM; hits with a dose series show IC50 in µM | 310,000 compounds, 0.39% hits | SV40 large T antigen ATPase/helicase inhibition assay; higher % means a stronger effect; in the data active = a potency from the dose series; inconclusive = inhibition mostly from about 32% at the one dose, without a potency; inactive = the rest, 99 in 100 with inhibition below about 32%; note: strong numbers were not always called active
# RSV CPE inhibition – RSV antiviral activity via CPE protection, HEp-2 cells, primary 10 µM value included (AID 2391); HEp-2 cells, RSV-induced CPE inhibition; higher % means a stronger effect; CPE inhibition, % at 10 µM, or IC50 in µM where a hit was titrated; 310,000 compounds, 0.13% hits; in the data active = a potency from the dose series; inconclusive = CPE inhibition mostly from about 23% at the one dose, without a potency; inactive = the rest, 99 in 100 with CPE inhibition below about 21%; note: strong numbers were not always called active
# TNAP activation fold – stimulation of alkaline phosphatase TNAP activity – biochemical, luminescent, no phosphate acceptor, uHTS, primary screen (AID 1001). purified TNAP, luminescent activation assay, no phosphate acceptor; higher activation fold means a stronger effect. activation fold at 20 µM; hits with a dose series show EC50 in µM. 200,000 compounds, 0.03% hits; in the data active = activation fold from about 3, or a potency from the dose series; inactive = the rest, 99 in 100 with activation fold below about 1.6; note: many of its hits are not listed in these tables
# human PMI inhibitors – MPI inhibition at elevated mannose 6-phosphate – biochemical, fluorescence intensity, high mannose 6-phosphate, primary screen (AID 1220); recombinant PMI enzyme, coupled fluorescence intensity; higher % means a stronger effect; inhibition, % at 20 µM; hits with a dose series show IC50 in µM; 190,000 compounds, 0.66% hits
# Salmonella PhoP GFP – inhibitors of PhoP regulon expression, primary screen, Salmonella Typhimurium, GFP reporter (AID 1863). 300,000 compounds, 0.16% hits. inhibition, % at 50 µM; hits with a dose series show IC50 in µM. S. Typhimurium PhoP-regulated promoter GFP reporter, 4 h; higher % means a stronger effect;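 active = inhibition over 29.93%, a cutoff 3 SD above the screen mean, later confirmed by dose response; inconclusive = inhibition over 29.93% but no dose response follow-up; inactive = inhibition at most 29.93% or unconfirmed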;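 note: 0% = low Mg2+ inducing control and 100% = high Mg2+ repressing control; strong numbers were not always called active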
# West Nile virus CPE – West Nile virus antiviral activity, cell-based, CPE readout (AID 1621); West Nile virus-infected cells, CPE inhibition; higher % means a stronger effect; one-dose CPE inhibition, % at 10 µM; IC50 in µM for titrated hits; 290,000 compounds, 0.02% hits; in the data active = a potency from the dose series; inconclusive = CPE inhibition mostly from about 3.7% at the one dose, without a potency; inactive = the rest, 99 in 100 with CPE inhibition below about 2.2%; note: strong numbers were not always called active
# Insulin prom up – MIN6 insulin promoter up-regulation; MIN6 insulin promoter-GFP reporter, high-content imaging; stronger effect = higher value; z-score at 5 µM; 190,000 compounds, 0.3% hits;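 active = z-score above 3 at 5 µM with at least 500 cells counted in the well; inconclusive = wells under 500 cells, flagged as cytotoxic or low count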
# CSM14.1 death rescue – protection against thapsigargin-triggered cell killing – 384-well, CSM14.1, ATP luminescence, primary screen (AID 1222); CSM14.1 thapsigargin-induced death rescue, ATP luminescence; higher % means a stronger effect; cellular ATP content (survival), % at 20 µM; hits with a dose series show EC50 in µM; 190,000 tested, under 10 active;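 active = EC50 below 50 µM in the dose-response confirmation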;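 note: death triggered by thapsigargin at about 15 µM added after 2 h compound pretreatment; cell ATP read after overnight thapsigargin exposure of roughly 18 to 22 hours; normalized against plate controls of thapsigargin alone and 5% DMSO vehicle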
# Insulin prom up cell count – second read-out of Insulin prom up, no call of its own (marks repeat the call); cell count; measured here: cytotoxicity, nuclei count;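 total cells summed across four imaged fields per well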
# * = called active by the depositor; ? = inconclusive; nt = not tested or not shown. Cut-off read from the data, not from the text of the source, unless noted: active = inhibition above about 50%; inactive = the rest. Compounds as they come. Share with any hit: about 1.5%.
cpd	molecule	PMI inhibitors	Large T inhibition	RSV CPE inhibition	TNAP activation fold	human PMI inhibitors
1	O=C(Cn1nc2ccccc2n1)N/N=C/c1ccc(F)cc1	nt	13%	1.1%	nt	nt
2	CCOc1[nH]n(-c2ccc(Cl)cc2)c(=O)c1C=NCc1cccnc1	-7%	29%	1.0%	1.1	-6%
3	COc1ccc(N(CC(=O)NCc2ccncc2)S(=O)(=O)c2ccc(C)c([N+](=O)[O-])c2)cc1	nt	3%	1.9%	nt	nt
4	O=C(NCc1ccc(Cl)cc1)c1cc(=O)[nH]c2ccc(S(=O)(=O)N3CCOCC3)cc12	nt	3%	4.5%	nt	nt
5	CCOc1cc(C(=S)N2CCC(O)CC2)ccc1OS(=O)(=O)c1ccc(Br)cc1	18%	2%	-1.4%	1.1	17%
6	CN(C(=O)c1cc(-c2ccc3c(c2)OCO3)on1)c1ccccc1	nt	24%	1.5%	nt	nt
7	Cc1nn(Cc2ccc(Cl)cc2)c(C)c1N	4%	24%	0.2%	1	9%
8	COc1ccc(C(=O)NC2CC(C)(C)Cc3c2cnn3-c2ccccc2)c(OC)c1 (stereo not given)	nt	23%	5.9%	nt	nt

cpd	Salmonella PhoP GFP	West Nile virus CPE	Insulin prom up	Insulin prom up cell count	CSM14.1 death rescue
1	1%	-0.1%	-0.2	1069	nt
2	6%	-0.6%	-0.67	1265	nt
3	-6%	0.0%	-0.17	1032	nt
4	-9%	0.3%	-0.24	1456	nt
5	13%	-1.1%	-0.08	814	-0.9%
6	-3%	-0.6%	nt	nt	nt
7	1%	-0.3%	nt	nt	-2.1%
8	-2%	-1.0%	nt	nt	nt

# The listing continues:
cpd	molecule	PMI inhibitors	Large T inhibition	RSV CPE inhibition	TNAP activation fold	human PMI inhibitors
9	Cc1ccc(C(=O)NCc2ccccn2)cc1S(=O)(=O)N1CCCCC1	nt	6%	1.7%	nt	nt
10	Cc1csc2ncc(C(=O)NCCC(c3ccccc3)c3ccccc3)c(=O)n12	nt	8%	8.8%	nt	nt
11	COc1ccc(-c2cccc([C@H]3[C@@H]4C=CCC[C@@]4(C)C(=O)N3Cc3ccccc3)c2)cc1	nt	12%	2.5%	nt	nt
12	CC(C)NC(=O)c1onc(CSc2ccccn2)c1C(=O)NC(C)C	nt	4%	1.9%	nt	nt
13	Cc1c(-c2ccccc2)nc(N)c(C#N)c1-c1cccnc1	nt	12%	2.3%	nt	nt
14	Cc1ccc(-c2nsc3c(N4CCC(C(N)=O)CC4)ncnc23)cc1	14%	-1%	2.1%	1.1	11%
15	Cc1nc(C)c(N)c(=O)[nH]1	-35%	6%	-1.4%	1.2	-15%
16	CCOc1ccc(S(=O)(=O)N2CCN(C(=S)NC3CC3)CC2)cc1	-2%	6%	14%	1.1	-3%

cpd	Salmonella PhoP GFP	West Nile virus CPE	Insulin prom up	Insulin prom up cell count	CSM14.1 death rescue
9	3%	-0.4%	nt	nt	nt
10	nt	-0.1%	-0.63	1012	nt
11	-1%	-0.5%	nt	nt	nt
12	3%	-0.3%	-0.32	1005	nt
13	-6%	0.1%	0.2	1065	nt
14	8%	nt	0.23	1089	nt
15	-9%	0.0%	-0.1	1193	nt
16	4%	-0.9%	-0.04	1618	-0.4%

# (more compounds)
cpd	molecule	PMI inhibitors	Large T inhibition	RSV CPE inhibition	TNAP activation fold	human PMI inhibitors
17	COc1ccc(NC(=O)CC2C(=O)NCCN2C(=O)c2ccc(N(C)C)cc2)cc1 (stereo not given)	nt	4%	2.0%	nt	nt
18	COCCCN1CC(=O)N2C(c3cccc(C)c3)c3[nH]c4ccccc4c3C[C@H]2C1=O (stereo not given in full)	nt	1%	7.2%	nt	nt
19	CCN(c1ccccc1)c1nc2ccsc2c(=O)s1	11%	4%	7.7%	1.1	-6%
20	CCc1cccc(CC)c1NC(=O)C1CN(S(=O)(=O)c2ccccc2)CCN1S(=O)(=O)c1ccccc1 (stereo not given)	18%	-3%	1.2%	1.3	14%
21	CCOc1ccc(/C=N/O)cc1	6%	10%	2.5%	1.1	-6%
22	CC1(C)CC(=O)C2=C(C1)OC(N)=C(C#N)C21CCN(Cc2ccccc2)CC1	-15%	2%	-0.1%	1.2	13%
23	CCOC(=O)CC1=C(C(=O)OCC)C(c2ccc(OC)cc2OC)C(C#N)=C(N)O1 (stereo not given)	7%	-2%	1.8%	1	24%
24	COc1ccc(-c2nnc(-c3ccc(C)cc3)o2)cc1	nt	26%	1.2%	nt	nt

cpd	Salmonella PhoP GFP	West Nile virus CPE	Insulin prom up	Insulin prom up cell count	CSM14.1 death rescue
17	-6%	0.1%	0.21	1450	nt
18	19%	-0.9%	nt	nt	nt
19	-2%	-0.2%	0.42	1189	nt
20	-4%	-1.2%	-1	1544	8.2%
21	23%	0.5%	-0.37	952	0.7%
22	-12%	-0.3%	0.16	1356	-0.8%
23	-6%	0.1%	0.28	1607	-0.3%
24	2%	-0.2%	nt	nt	nt

# Further records
cpd	molecule	PMI inhibitors	Large T inhibition	RSV CPE inhibition	TNAP activation fold	human PMI inhibitors
25	Cc1ccc(N2CC(C(=O)NCCN3CCOCC3)CC2=O)cc1 (stereo not given)	nt	9%	4.8%	nt	nt
26	CCN1CCN(CCCNC(=O)c2cc3c(=O)oc4ccc(C)cc4c3s2)CC1	nt	5%	-0.9%	nt	nt
27	CC(C)=CCc1c(O)cc(O)c2c(=O)c3c(CC=C(C)C)c(O)ccc3oc12	nt	2%	-1.8%	nt	nt
28	Cc1cc(C)cc(N(C(=O)c2sc(C)nc2C)C(C(=O)NCc2ccco2)c2ccccc2)c1 (stereo not given)	20%	3%	0.1%	1	20%
29	C(=N\n1cnnc1)/c1ccc(OC2CSC2)cc1	2%	9%	13%	1.1	9%
30	O=C(O)c1c2c(nc3ccc(S(=O)(=O)N4CCC(C(=O)NCc5ccc(Cl)cc5)CC4)cc13)CCCC2	nt	14%	0.4%	nt	nt
31	C/C(=N\NC(=O)c1ccc2c(c1)OCO2)c1ccc2c(c1)OCO2	-5%	9%	1.0%	1.1	-4%
32	O=C(NCc1ccccc1)c1cnc(Cl)c(Cl)c1	nt	21%	1.6%	nt	nt

cpd	Salmonella PhoP GFP	West Nile virus CPE	Insulin prom up	Insulin prom up cell count	CSM14.1 death rescue
25	-3%	1.6%	nt	nt	nt
26	0%	-0.3%	nt	nt	nt
27	-3%	?	nt	nt	nt
28	8%	0.4%	0.59	1921	3.1%
29	10%	0.3%	-0.1	1306	-1.4%
30	3%	0.1%	nt	nt	nt
31	-5%	-0.8%	0.3	1296	nt
32	5%	-0.7%	nt	nt	nt

# (list continues)
cpd	molecule	PMI inhibitors	Large T inhibition	RSV CPE inhibition	TNAP activation fold	human PMI inhibitors
33	COc1cccc(NC(=O)C(NCC2CCCCC2)c2ccccc2)c1 (stereo not given)	8%	7%	0.1%	1.1	0%
34	CCn1c(CSc2nccn2C)nc2cc(C(=O)O)ccc21	13%	12%	2.8%	1.2	25%
35	CCc1ccc(N(CC(=O)NCC2CCCO2)C(=O)CCC(=O)Nc2nccs2)cc1 (stereo not given)	nt	8%	2.0%	nt	nt
36	CCC(=O)Oc1ccc(C2NC(=O)c3ccccc3O2)cc1OC (stereo not given)	nt	10%	1.5%	nt	nt
37	Cc1c(Cl)cccc1N1C(=O)C2ON(c3ccccc3)C(c3cccnc3)C2C1=O (stereo not given)	12%	1%	0.2%	1	15%
38	O=C1c2ccccc2C(=O)N1CCSc1nc2ccccc2c(=O)n1CCCN1CCOCC1	9%	0%	0.1%	1.1	13%
39	CC(C)c1ccc(OCC(=O)N2CCc3ccccc3C2)cc1	nt	6%	19%	nt	nt
40	COc1cccc(NC(=O)CSc2nc3c([nH]c4ccccc43)c(=O)n2C)c1	-5%	0%	-1.2%	1.1	-10%

cpd	Salmonella PhoP GFP	West Nile virus CPE	Insulin prom up	Insulin prom up cell count	CSM14.1 death rescue
33	22%	-0.6%	0.78	793	0.0%
34	-15%	0.1%	1.4	1130	-3.0%
35	0%	-0.5%	nt	nt	nt
36	5%	0.8%	nt	nt	nt
37	5%	0.6%	-0.24	1143	0.4%
38	0%	3.3%	0.21	1323	-0.4%
39	13%	-0.2%	nt	nt	nt
40	4%	?	-0.58	1553	1.7%

# Single records, as listed above. Order of values: PMI inhibitors, Large T inhibition, RSV CPE inhibition, TNAP activation fold, human PMI inhibitors, Salmonella PhoP GFP, West Nile virus CPE, Insulin prom up, Insulin prom up cell count, CSM14.1 death rescue
# Record of CCC(=O)Oc1ccc(C2NC(=O)c3ccccc3O2)cc1OC (stereo not given) → nt, 10%, 1.5%, nt, nt, 5%, 0.8%, nt, nt, nt
# Record of COc1cccc(NC(=O)CSc2nc3c([nH]c4ccccc43)c(=O)n2C)c1 → -5%, 0%, -1.2%, 1.1, -10%, 4%, ?, -0.58, 1553, 1.7%
# Record of CCn1c(CSc2nccn2C)nc2cc(C(=O)O)ccc21 → 13%, 12%, 2.8%, 1.2, 25%, -15%, 0.1%, 1.4, 1130, -3.0%
# Record of CCc1ccc(N(CC(=O)NCC2CCCO2)C(=O)CCC(=O)Nc2nccs2)cc1 (stereo not given) → nt, 8%, 2.0%, nt, nt, 0%, -0.5%, nt, nt, nt

# (next part)
cpd	molecule	PMI inhibitors	Large T inhibition	RSV CPE inhibition	TNAP activation fold	human PMI inhibitors
41	CNC(=S)N1CCn2cccc2C1c1cc(OC)c(OC)c(OC)c1 (stereo not given)	12%	11%	-1.7%	1	13%
42	Cc1ccc(N(CC(=O)Nc2ccc3c(c2)OCCO3)S(=O)(=O)c2c(C)noc2C)cc1	7%	18%	-0.2%	1.2	2%
43	CCOC(=O)c1nnn(-c2nonc2N)c1-c1cccc2ccccc12	20%	3%	2.8%	1.1	21%
44	Cc1ccc(NC(=O)CSC2=C(C#N)C(c3ccc4c(c3)OCO4)C3=C(CCCC3=O)N2)c(C)c1 (stereo not given)	-1%	3%	12%	1.1	-54%
45	CC(=O)NNC(=O)CCn1nnc2ccccc21	3%	-1%	0.4%	1.1	-2%
46	Nc1ccccc1-c1nnc(SCc2ccccc2Cl)[nH]c1=O	8%	22%	nt	1.1	1%
47	CCOC(=O)CNc1ncnc2nc[nH]c12	3%	9%	0.6%	1.2	6%
48	Cc1ccc(C)c(NC(=S)NCc2cccs2)c1	-1%	11%	3.6%	1	2%
49	CCN(CC)C(=O)Cn1cc(C(=O)C(=O)N2CCCc3ccccc32)c2ccccc21	7%	23%	-0.5%	1	2%

cpd	Salmonella PhoP GFP	West Nile virus CPE	Insulin prom up	Insulin prom up cell count	CSM14.1 death rescue
41	-3%	0.4%	-0.69	1209	nt
42	8%	-0.3%	-0.67	1585	-0.3%
43	3%	0.0%	0.1	1873	-2.9%
44	-9%	0.7%	-0.15	1129	-1.7%
45	4%	0.0%	0.01	1500	0.1%
46	16%	-0.8%	-0.19	960	-4.0%
47	11%	0.1%	-0.06	1801	nt
48	-6%	-1.0%	0.39	1220	-0.2%
49	0%	nt	0.44	1124	-0.2%
